Source: PubChem BioAssay
USP17 block = blocks human USP17 ubiquitin-rhodamine cleavage. purified USP17, Ub-rhodamine cleavage fluorescence, 3 h. inhibition, % at 50 µM. hit rate 6.5% among 47,000. A8MUK1
USP7 inh = human USP7 deubiquitinase inhibition | AID 1645854 | hit rate 0.3% among 47,000 | inhibition, % at 20 µM | purified USP7, Ub-rhodamine cleavage fluorescence
USP30 block = inhibitors of human USP30 deubiquitinase; hit rate 5.3% among 47,000; purified USP30, Ub-rhodamine cleavage fluorescence; AID 1645860; inhibition, % at 25 µM
Target sequence (Q70CQ3 whole entry, looked up): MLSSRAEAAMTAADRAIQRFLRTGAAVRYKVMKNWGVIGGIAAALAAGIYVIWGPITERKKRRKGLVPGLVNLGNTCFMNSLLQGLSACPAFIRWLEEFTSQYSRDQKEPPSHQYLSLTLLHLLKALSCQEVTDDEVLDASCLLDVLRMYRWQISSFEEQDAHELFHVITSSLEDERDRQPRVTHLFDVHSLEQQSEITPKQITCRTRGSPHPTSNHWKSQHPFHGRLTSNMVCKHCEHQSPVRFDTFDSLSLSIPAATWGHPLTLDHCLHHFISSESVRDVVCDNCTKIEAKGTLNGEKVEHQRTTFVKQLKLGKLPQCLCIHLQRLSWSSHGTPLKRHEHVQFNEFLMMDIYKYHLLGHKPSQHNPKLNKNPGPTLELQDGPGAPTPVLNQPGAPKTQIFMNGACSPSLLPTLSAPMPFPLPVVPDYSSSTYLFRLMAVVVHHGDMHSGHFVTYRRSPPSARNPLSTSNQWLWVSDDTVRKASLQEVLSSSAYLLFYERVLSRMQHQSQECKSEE
USP28 block = human USP28 deubiquitinase inhibition | hit rate 3% among 47,000 | purified USP28, Ub-rhodamine cleavage fluorescence, 30 min | inhibition, % at 25 µM | Q96RU2
OTUD3 block = human OTUD3 deubiquitinase inhibition | Q5T2D3 | purified OTUD3, Ub-rhodamine fluorescence, 2 h | inhibition, % at 25 µM | hit rate 0.7% among 47,000
Target sequence (Q5T2D3 whole entry, looked up): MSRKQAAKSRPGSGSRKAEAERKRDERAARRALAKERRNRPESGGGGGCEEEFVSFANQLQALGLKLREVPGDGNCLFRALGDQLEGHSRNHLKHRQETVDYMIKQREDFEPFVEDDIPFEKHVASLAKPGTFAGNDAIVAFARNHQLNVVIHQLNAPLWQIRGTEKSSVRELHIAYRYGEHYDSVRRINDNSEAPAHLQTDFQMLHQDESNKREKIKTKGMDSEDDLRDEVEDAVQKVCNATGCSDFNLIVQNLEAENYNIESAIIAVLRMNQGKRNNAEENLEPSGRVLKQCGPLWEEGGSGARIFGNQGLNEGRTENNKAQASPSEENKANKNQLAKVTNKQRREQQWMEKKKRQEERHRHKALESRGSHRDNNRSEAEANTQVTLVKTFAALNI
USP10 inh = blocks human USP10 ubiquitin-rhodamine cleavage | hit rate 1.1% among 47,000 | inhibition, % at 20 µM | AID 1645856 | purified USP10, Ub-rhodamine fluorescence, 60 min
USP8 inh = human USP8 deubiquitinase inhibition; P40818; purified USP8, Ub-rhodamine cleavage fluorescence, 30 min; inhibition, % at 20 µM; hit rate 4.2% among 47,000
UCHL1 inh = inhibitors of human UCHL1 deubiquitinase. purified UCHL1, Ub-rhodamine cleavage fluorescence. inhibition, % at 20 µM. hit rate 0.2% among 47,000
Starred values were filed as active, the others as inactive; i = inactive; . = no result given. Rule as the data show it: active = inhibition above about 30%; inactive = the rest.

nr	molecule	USP17 block	USP7 inh	USP30 block	USP28 block
1	COc1ccc(OC)c(NC(=O)CCc2nc3ccccc3[nH]2)c1	8	1	5	3
2	CCOC(=O)c1ccc(NC(=O)Cn2c(=O)n(CC(=O)NCc3ccco3)c(=O)c3ccccc32)cc1	41*	-3	59*	28
3	O=C(NCc1ccccc1F)C1Cc2cc(Cl)ccc2O1 (stereo not drawn)	-7	-14	2	-2
4	COc1ccc(C(=O)Nc2cccn3nc(C4CC4)nc23)cc1	1	1	-16	-8
5	Cc1ccc2[nH]cc(S(=O)(=O)c3ccc(C)c(F)c3)c(=O)c2c1	60*	20	-34	-19
6	Cc1ccc(NC(=O)CSc2nnc(-c3ccncc3)o2)cc1C	11	3	21	14
7	CC1(C)Cc2nc3sc4c(SCc5ccc(F)cc5)ncnc4c3cc2CO1	0	-71	-24	1
8	Cc1nc2c(c(=O)n1CC(=O)Nc1ccc(F)cc1)CCN(Cc1ccccc1)C2	-12	-11	-41	-24

nr	OTUD3 block	USP10 inh	USP8 inh	UCHL1 inh
1	4	1	4	-1
2	17	35*	11	0
3	1	5	-4	1
4	-2	1	3	1
5	-3	8	17	4
6	17	1	1	1
7	0	-5	-4	-1
8	-11	-3	-34	-3

(listing goes on)
nr	molecule	USP17 block	USP7 inh	USP30 block	USP28 block
9	COc1ccc(C)cc1N(CC(=O)N1CCOCC1)S(=O)(=O)c1ccc(C)cc1	0	2	5	5
10	O=C(Nc1ccc2nnc(C3CC3)n2c1)NC1CCCCC1	-46	-10	-200	-47
11	O=C(Nc1ccc2nc3n(c(=O)c2c1)CCCC3)c1ccccc1F	2	5	9	15
12	CCOC(=O)C1CCN(C(=O)c2cnc(-c3ccccc3)nc2-c2ccncc2)CC1	-6	-5	-112	-18
13	Cc1nc(-c2cccc(S(=O)(=O)Nc3cccc(C)c3C)c2)no1	7	5	5	8
14	Cn1nccc1-c1cnc(CC2CCN(S(C)(=O)=O)CC2)cn1	5	2	-45	3
15	COc1cccc(-n2c(CNCc3cccnc3)nc3ccc([N+](=O)[O-])cc3c2=O)c1	36*	-4	68*	36*
16	c1cc(CNc2nc(C3CC3)nc3c2CCC3)ccn1	-3	-5	-2	-3

nr	OTUD3 block	USP10 inh	USP8 inh	UCHL1 inh
9	8	-2	-113	-2
10	-30	-6	-29	-10
11	7	3	11	-1
12	-10	-8	-5	-7
13	10	4	4	3
14	5	-2	4	1
15	12	5	-66	2
16	-2	1	-2	0

Next results follow.
nr	molecule	USP17 block	USP7 inh	USP30 block	USP28 block
17	COc1ccc(OC)c(CNC(=O)Cc2c(C)n[nH]c2C)c1	-1	0	-9	-11
18	CCc1cccc(-n2nnnc2N2CCN(C(=O)Nc3cccc(C)c3)CC2)c1	-8	-20	-5	-1
19	CCOc1ccccc1C1CC(=O)Nc2ccc3ccccc3c21 (stereo not drawn)	5	8	10	5
20	COc1cccc(Cn2cc(S(=O)(=O)N3CCCCCC3)ccc2=O)c1	-6	-11	3	-3
21	Cc1ccc(N2CCN(Cc3c(C)noc3C)CC2)cc1	-8	-3	2	-11
22	O=S(=O)(c1ccc(F)cc1)N1CCCC1c1cccc(Nc2ccccn2)n1 (stereo not drawn)	-1	7	0	6
23	COc1ccc(CCn2c(=O)[nH]c3cc(C(=O)NCc4ccco4)ccc3c2=O)cc1OC	-11	7	7	-1
24	Cc1ccc(Sc2ncccc2C(=O)Nc2ccnn2Cc2ccccn2)cc1	-18	-8	-61	-23

nr	OTUD3 block	USP10 inh	USP8 inh	UCHL1 inh
17	-4	0	1	-2
18	-7	4	-9	1
19	5	15	12	89*
20	-1	0	-16	0
21	-1	1	4	-2
22	5	3	-8	5
23	-3	24	42*	4
24	-19	-7	-17	-5

(listing goes on)
nr	molecule	USP17 block	USP7 inh	USP30 block	USP28 block
25	COc1ccc(C)cc1NC(=O)COC(=O)CCCc1c[nH]c2ccccc12	0	7	5	12
26	COc1cccc(S(=O)(=O)N2CCC(c3ccn[nH]3)C2)c1 (stereo not drawn)	2	0	14	7
27	CC(C)(NCc1ccc(F)cc1F)c1nc2c(c(C(N)=O)n1)OCO2	2	0	5	3
28	Cc1[nH]nc(-c2ccc(S(=O)(=O)Nc3ccccc3F)s2)c1C	3	5	-22	13
29	NS(=O)(=O)c1cc(C(=O)OCC(=O)Nc2ccc(N3CCOCC3)cc2)ccc1Cl	34*	2	14	-1
30	COc1ccc2[nH]c3c(c2c1)CCN1C(=O)N(c2ccccc2C(=O)NCCc2ccc(OC)c(OC)c2)C(=O)[C@]31C	11	4	-19	-20
31	CC(=O)N1CCC2(CC1)CN(C(=O)c1cccc3[nH]ccc13)Cc1ccccc1O2	3	3	18	6
32	Cc1cc(-c2cncnc2C2CCCN(C(=O)N3CCCC3)C2)on1 (stereo not drawn)	3	0	-18	-7

nr	OTUD3 block	USP10 inh	USP8 inh	UCHL1 inh
25	3	6	-76	6
26	5	2	-1	2
27	6	0	12	-1
28	4	8	29	3
29	7	6	21	1
30	-10	0	1	0
31	4	-1	8	0
32	-4	1	1	-2

(cont.)
nr	molecule	USP17 block	USP7 inh	USP30 block	USP28 block
33	CC1=CC[C@]2(CO)COC(C(C)(C)CO)[C@H]1C2 (stereo partly drawn)	6	3	4	8
34	O=C(Nc1ccnn1Cc1cccnc1)c1cccnc1Sc1ccc(Cl)cc1	-9	-3	11	3
35	Cc1cc(C)cc(NC(=O)c2cc(=O)n(C)c3c2c(=O)n(C)c(=O)n3C)c1	5	7	-17	-9
36	Cc1ccc(C2=NC3(CCN(C(=O)Cc4ccc(F)cc4)CC3)NC2=O)cc1	-17	-8	-13	-17
37	Cc1ccc(-c2nn(-c3ccc(F)cc3)cc2C(=O)NCCCN2CCCC2=O)cc1	-4	-10	-2	-7
38	CC1CCN(CC(=O)N2CCC(c3cc(=O)n4c(n3)CCCCC4)C2)CC1 (stereo not drawn)	-16	-8	.	.
39	CN1CCC2(CN(S(C)(=O)=O)CC23CCN(C(=O)NCc2ccccc2)CC3)C1=O (stereo not drawn)	-9	3	0	-2
40	Cc1c(C)c2cc(Cl)c3c(c2oc1=O)CN(Cc1ccc(F)cc1)CO3	10	1	7	4

nr	OTUD3 block	USP10 inh	USP8 inh	UCHL1 inh
33	9	0	1	1
34	1	-2	-7	0
35	-2	-4	5	2
36	-14	-2	-9	-2
37	0	-4	-2	-7
38	0	-3	-12	-9
39	6	-1	-30	0
40	8	4	29	1

Ordered by length of the SMILES (smallest number first): part of the list above.
nr	molecule	USP17 block	USP7 inh	USP30 block	USP28 block
16	c1cc(CNc2nc(C3CC3)nc3c2CCC3)ccn1	-3	-5	-2	-3
19	CCOc1ccccc1C1CC(=O)Nc2ccc3ccccc3c21 (stereo not drawn)	5	8	10	5
33	CC1=CC[C@]2(CO)COC(C(C)(C)CO)[C@H]1C2 (stereo partly drawn)	6	3	4	8
6	Cc1ccc(NC(=O)CSc2nnc(-c3ccncc3)o2)cc1C	11	3	21	14
26	COc1cccc(S(=O)(=O)N2CCC(c3ccn[nH]3)C2)c1 (stereo not drawn)	2	0	14	7
32	Cc1cc(-c2cncnc2C2CCCN(C(=O)N3CCCC3)C2)on1 (stereo not drawn)	3	0	-18	-7
34	O=C(Nc1ccnn1Cc1cccnc1)c1cccnc1Sc1ccc(Cl)cc1	-9	-3	11	3
7	CC1(C)Cc2nc3sc4c(SCc5ccc(F)cc5)ncnc4c3cc2CO1	0	-71	-24	1
25	COc1ccc(C)cc1NC(=O)COC(=O)CCCc1c[nH]c2ccccc12	0	7	5	12
5	Cc1ccc2[nH]cc(S(=O)(=O)c3ccc(C)c(F)c3)c(=O)c2c1	60*	20	-34	-19

nr	OTUD3 block	USP10 inh	USP8 inh	UCHL1 inh
16	-2	1	-2	0
19	5	15	12	89*
33	9	0	1	1
6	17	1	1	1
26	5	2	-1	2
32	-4	1	1	-2
34	1	-2	-7	0
7	0	-5	-4	-1
25	3	6	-76	6
5	-3	8	17	4

nr	molecule	USP17 block	USP7 inh	USP30 block	USP28 block
12	CCOC(=O)C1CCN(C(=O)c2cnc(-c3ccccc3)nc2-c2ccncc2)CC1	-6	-5	-112	-18
29	NS(=O)(=O)c1cc(C(=O)OCC(=O)Nc2ccc(N3CCOCC3)cc2)ccc1Cl	34*	2	14	-1
23	COc1ccc(CCn2c(=O)[nH]c3cc(C(=O)NCc4ccco4)ccc3c2=O)cc1OC	-11	7	7	-1
15	COc1cccc(-n2c(CNCc3cccnc3)nc3ccc([N+](=O)[O-])cc3c2=O)c1	36*	-4	68*	36*
2	CCOC(=O)c1ccc(NC(=O)Cn2c(=O)n(CC(=O)NCc3ccco3)c(=O)c3ccccc32)cc1	41*	-3	59*	28
30	COc1ccc2[nH]c3c(c2c1)CCN1C(=O)N(c2ccccc2C(=O)NCCc2ccc(OC)c(OC)c2)C(=O)[C@]31C	11	4	-19	-20

nr	OTUD3 block	USP10 inh	USP8 inh	UCHL1 inh
12	-10	-8	-5	-7
29	7	6	21	1
23	-3	24	42*	4
15	12	5	-66	2
2	17	35*	11	0
30	-10	0	1	0

Next part
nr	molecule	USP17 block	USP7 inh	USP30 block	USP28 block
41	Cc1ccccc1C(CC(=O)NCc1ccc2c(c1)OCO2)n1cccc1 (stereo not drawn)	4	0	-26	4
42	COc1ccccc1NC(=O)Cn1cc(C(=O)c2ccc(C)cc2)c(=O)c2cc(C)ccc21	15	8	25	6
43	Cc1cccc(NC(=O)Cn2cccc(S(=O)(=O)N3CCCCCC3)c2=O)c1	-16	-20	-18	-9
44	Cc1ccc(NC(=O)CCc2nc(CSc3nc4ccc(C)cc4[nH]3)no2)cc1	10	-5	9	17
45	COc1ccccc1CNC(=O)c1cc(CN2CCOCC2)on1	12	0	4	9
46	O=c1oc2c3c(c(Cl)cc2c2c1CCCC2)OCN(Cc1ccccc1)C3	44*	-16	-120	-24
47	CN(C)c1ncc(CN2CCc3nc(-c4cccnc4)[nH]c(=O)c3C2)cn1	-1	-1	-14	-11
48	Cc1cc(Cl)ccc1NC(=O)CCc1nc(-c2cccnc2)no1	-7	-7	-19	-7

nr	OTUD3 block	USP10 inh	USP8 inh	UCHL1 inh
41	6	-4	-25	-1
42	16	0	17	3
43	-8	-6	-14	-5
44	-8	0	-5	3
45	9	0	-2	2
46	1	5	82*	8
47	-6	-3	-1	-6
48	-8	-1	-16	-3

Going on with the list:
nr	molecule	USP17 block	USP7 inh	USP30 block	USP28 block
49	COc1cccc2[nH]c(C(=O)N3CCC(n4cnc5cccnc54)CC3)cc12	6	1	0	0
50	FC(F)(F)c1cccc(-n2nnnc2CN2CCOCC2)c1	7	0	14	2
51	O=S(=O)(c1ccc(F)cc1)N1CCC[C@@H](Cn2nnc(-c3ccccn3)n2)C1	-8	-3	-6	-11
52	Cc1cc(C)c2c(n1)sc1c(=O)n(CC(=O)Nc3cccc(Cl)c3)cnc12	41*	6	-50	-3
53	Cc1cccc(NC(=O)Cn2cc(S(=O)(=O)c3ccccc3)c(=O)c3ccc(C)nc32)c1	-85	-8	i	-161
54	C#CCOc1cccc(CN2CCC3(CC2)OCCc2cnc(C)nc23)c1	-13	0	-17	-11
55	Cc1cccc(C(=O)N2c3ncnn3C(c3ccccc3)CC2c2ccccc2)c1 (stereo not drawn)	7	7	2	-1
56	CN(C(=O)CSc1nnnn1-c1cccc(F)c1)c1ccccc1	-2	-15	6	-4

nr	OTUD3 block	USP10 inh	USP8 inh	UCHL1 inh
49	0	2	9	5
50	0	3	16	0
51	-15	1	-14	-4
52	0	-1	-4	2
53	-92	-4	-11	-33
54	-10	-7	-21	-1
55	1	5	24	-1
56	-1	-1	0	0

(listing goes on)
nr	molecule	USP17 block	USP7 inh	USP30 block	USP28 block
57	O=C(Cn1cnc(S(=O)(=O)N2CCCCC2)c1)NCc1ccc(F)cc1	7	-2	-10	-3
58	O=C(COC(=O)C1CCCN1S(=O)(=O)c1ccc(Cl)cc1)Nc1ccc2c(c1)OCO2 (stereo not drawn)	22	3	33*	30
59	CN1CCN(C(=O)CN2C(=O)C3CCCCN3c3ccc(C(=O)N4CCCC4)cc32)CC1 (stereo not drawn)	-36	-5	-142	-36
60	O=C(NC1CCS(=O)(=O)C1)c1ccnc(Cc2ccc(F)cc2)c1 (stereo not drawn)	-13	0	0	-5
61	O=S(=O)(NCc1nnc2c(C(F)(F)F)cc(Cl)cn12)c1ccccc1	14	3	22	8
62	O=C(N[C@@H]1CC[C@@H]2C[C@@H]1[C@@H](O)CO2)c1cccc2c1OC(F)(F)O2	-1	0	0	-3
63	Nc1c(-c2ccccn2)nsc1C(=O)N1CCN(c2ccccc2F)CC1	-18	-22	-2	-14
64	Cc1cccc(CC(=O)NCC(c2ccc3c(c2)CCCN3C)N2CCCC2)c1 (stereo not drawn)	-139	-10	i	-173
65	CCC(C)[C@H](NC(=O)C1(c2ccccc2)CCN(C(=O)[C@H]2CSCN2)CC1)C(=O)O (stereo partly drawn)	.	10	21	12
66	Fc1ccc(-c2ccc3nnc(SCc4ccccn4)n3n2)cc1	-17	1	16	4
67	CC(C)Nc1nc(NCCN2CCOCC2)nc2c1cnn2C	-5	2	-16	-10

nr	OTUD3 block	USP10 inh	USP8 inh	UCHL1 inh
57	0	0	4	0
58	15	8	20	5
59	-26	-3	-12	-6
60	-6	0	-4	-2
61	7	-3	10	-1
62	0	5	-2	0
63	-3	7	-18	0
64	-112	-6	-60	-11
65	18	2	-5	3
66	14	0	-93	0
67	-3	-1	-7	-1

The order is random (roughly 14% active in at least one column).
